Screening data as filed in PubChem.
NR2E3 ag-1: inhibitors of NR2E3-RetCOR corepressor binding, primary screen, NR2E3 agonist project, biochemical, TR-FRET, GST-NR2E3, biotin-RetCOR; 1536-well; hit rate 0.12% among 320,000; Photoreceptor-specific nuclear receptor (Homo sapiens), Q9Y5X4; inhibition of corepressor binding, % at 4.78 µM; AID 2300, 2010;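 active = percent inhibition above the cutoff of mean plus 3 SD of all tested compounds, set per screening campaign, cut at about 20% in these data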;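 note: 0% = DMSO wells and 100% = biotin wells as full block of FRET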
Target sequence (Q9Y5X4 whole entry, looked up): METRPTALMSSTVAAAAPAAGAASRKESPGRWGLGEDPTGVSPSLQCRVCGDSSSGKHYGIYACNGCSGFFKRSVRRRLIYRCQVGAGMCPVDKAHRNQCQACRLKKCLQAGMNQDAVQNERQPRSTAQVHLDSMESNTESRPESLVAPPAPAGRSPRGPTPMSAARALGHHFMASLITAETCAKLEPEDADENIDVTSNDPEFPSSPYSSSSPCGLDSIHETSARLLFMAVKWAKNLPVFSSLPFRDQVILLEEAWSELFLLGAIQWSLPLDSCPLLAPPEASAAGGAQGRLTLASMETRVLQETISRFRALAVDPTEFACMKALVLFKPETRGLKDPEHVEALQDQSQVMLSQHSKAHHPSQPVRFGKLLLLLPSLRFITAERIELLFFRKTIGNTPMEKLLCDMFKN
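Test system: GST-NR2E3 and biotin-RetCOR proteins | Quantity: 1.35 nM GST-tagged NR2E3 final | Medium: Tris pH 7.5 | Also added: 7 nM biotin-RetCOR | Dosing: Compound at 4.8 µM, single dose | Timing: 5 h at 4 °C | Detection: Time-resolved FRET | Read-out basis: Percent inhibition | Benchmarks: Biotin wells as high control, 0.6% DMSO wells as low control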
KKLEB cytotox: cytotoxicity in KKLEB CF airway cells, primary screen, cytotoxicity control for CF NF-kB inhibitor project, cell-based, uHTS, fluorescence assay plates; activity change (cytotoxicity), % at 5 µM; hit rate 0.36% among 360,000; AID 602141, 2011; KKLEB CF airway cells viability, ATPlite luminescence, overnight; hits give low values; cells stimulated with P. aeruginosa culture filtrate;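 active = corrected activity change at or below -50% at 5 µM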
Shn3 3UTR inh: reduction of Shn3 3'UTR firefly luciferase signal, primary screen, Schnurri-3 inhibitor project, cell-based, Clone20 osteoblasts, set 2; Clone20 osteoblast Shn3 3'UTR firefly luciferase, 24 h; inhibition, % at 12.5 µM; hit rate 0.52% among 360,000;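 active = mean inhibition of at least 75% with every replicate also reaching 75%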;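 note: 0% = median of neutral control wells and 100% = pilot-screen positive control compound; some compounds past the cut are filed as inactive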
CF NFkB block: inhibitors of PAF-induced NF-kB signaling, primary screen, cell-based, GFP fluorescence, uHTS; KKLEB NF-kB-GFP reporter, GFP fluorescence overnight; inhibition, % at 5 µM; hit rate 0.86% among 360,000;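 active = at least 50% inhibition at 5 µM, scaled per plate between neutral and stimulator controls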;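 note: PAF is a Pseudomonas aeruginosa culture filtrate used as stimulus; plate controls were PAF-stimulated DMSO wells for no effect and unstimulated DMSO wells for full effect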
aDG glyco act: activators of alpha-DG glycosylation, primary screen, uHTS, Pro5-aDG cells, AlphaScreen; alpha-DG glycosylation AlphaScreen (IIH6); 0% Pro5, 100% B10-LARGE cell signal; activation, % at 10 µM; hit rate 0.22% among 360,000; AID 624168, 2012;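 active = activation of at least 8% versus controls, or a plate z-score of at least 8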;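 note: Pro5 are CHO cells carrying HIG-tagged alpha-DG that lacks glycosylation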
TWEAK Fn14 block: inhibitors of TWEAK-Fn14 signaling, primary screen, luciferase reporter cells, uHTS | TWEAK-stimulated Fn14 reporter cells, luciferase luminescence, 8 h | inhibition, % at 10 µM | hit rate 2% among 360,000 | AID 1159606, 2016; in the data active = inhibition above about 50%
HIF-2a inh: HIF-2a reporter inhibitors, primary screen, luminescence, 786-0 RCC cells; 786-0 RCC cells HIF-2a reporter, luciferase luminescence, overnight; inhibition, % at 18.8 µM; hit rate 0.72% among 360,000;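 active = inhibition of the luminescence signal of 40% or more relative to plate controls, in a single-dose primary screen at 18.75 µM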
iPSC survival up: enhancers of single-cell hiPSC survival, primary screen, ATPlite luminescence; 100% = ROCK inhibitor wells, 0% = DMSO; survival enhancement, % at 20 µM; hit rate 0.044% among 360,000; AID 602274, 2012; in the data active = survival enhancement above about 18%;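 note: cells exposed to compounds for 16 hours before the ATP read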
Peg3 promoter: Peg3 promoter-driven luciferase inhibitors, primary screen, cell-based, HeLa, luciferase luminescence. HeLa PEG-Prom luciferase reporter, overnight. inhibition, % at 20 µM. hit rate 1.7% among 360,000. AID 588405, 2011;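 active = inhibition of at least 50% at 20 µM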
TRPM1 prom inh: inhibitors of MITF-dependent TRPM1 promoter reporter, primary screen, cell-based, SK-MEL-5, single point, luciferase; AID 488899, 2010; SK-MEL-5 TRPM1 promoter luciferase, 24 h; hit rate 0.83% among 330,000; inhibition, % at 12.5 µM;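 active = mean inhibition across replicates of 60% or more, whatever share of single replicates reaches that level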; note: values of inactives mirror those of a sister screen read the other way
NR2E3 ag-2: NR2E3 agonists in two-hybrid cells, primary screen, cell-based, luminescence, CHO-S, Gal4-NCOR/VP16-NR2E3. luciferase. inhibition of corepressor binding, % at 3.98 µM. hit rate 0.35% among 360,000. AID 602229, 2012;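 active = inhibition above the mean of all tested compounds plus 3 SD, cut at about 70% in these data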;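 note: 0% = DMSO with NR2E3 transfected cells and 100% = cells lacking NR2E3 construct; higher means lower luciferase signal from less NR2E3 corepressor binding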
An asterisk follows results filed as active.

Results for CC(C)C[C@H](NC(=O)[C@H](Cc1ccccc1)n1c(=O)[nH]c2ccccc2c1=O)C(=O)N1CCC(C(=O)O)CC1 ?
NR2E3 ag-1: 2; KKLEB cytotox: 1; Shn3 3UTR inh: -7; CF NFkB block: 21; aDG glyco act: -0.1; TWEAK Fn14 block: 7; HIF-2a inh: 6; iPSC survival up: 2.5; Peg3 promoter: 15; TRPM1 prom inh: 2; NR2E3 ag-2: 5

What do the screens show for `Cc1ccnc(NS(=O)(=O)c2ccc(NS(=O)(=O)c3ccc(Br)cc3)cc2)n1`?
NR2E3 ag-1: -1; KKLEB cytotox: -1; Shn3 3UTR inh: -3; CF NFkB block: 0; aDG glyco act: 0.3; TWEAK Fn14 block: 14; HIF-2a inh: 8; iPSC survival up: 0.1; Peg3 promoter: 7; TRPM1 prom inh: -17; NR2E3 ag-2: -7

How did CC(=O)Nc1ccc(NC(=O)COC(=O)Cc2cccs2)cc1 do in these assays?
NR2E3 ag-1: 4; KKLEB cytotox: 9; Shn3 3UTR inh: -61; CF NFkB block: -9; aDG glyco act: 1.1; TWEAK Fn14 block: -16; HIF-2a inh: 19; iPSC survival up: -1.6; Peg3 promoter: 0; TRPM1 prom inh: -3; NR2E3 ag-2: 7

What do the screens show for `COC(=O)CC[C@@H](C(=O)O)N1C(=O)c2ccccc2C1=O`?
NR2E3 ag-1: -1; KKLEB cytotox: 2; Shn3 3UTR inh: -9; CF NFkB block: 2; aDG glyco act: -0.3; TWEAK Fn14 block: -8; HIF-2a inh: 14; iPSC survival up: -0.7; Peg3 promoter: -3; TRPM1 prom inh: 8; NR2E3 ag-2: 1

How did O=C(c1ccc(Br)cc1)N1CCC(C(=O)N2CCN(Cc3ccccc3)CC2)CC1 do in these assays?
KKLEB cytotox: 6; Shn3 3UTR inh: 18; CF NFkB block: -28; aDG glyco act: 0.4; TWEAK Fn14 block: 0; HIF-2a inh: 4; iPSC survival up: 1.2; Peg3 promoter: 8; TRPM1 prom inh: 5; NR2E3 ag-2: -2

What do the screens show for `Cc1nnc(N(C(=O)c2cnccn2)c2ccccc2)s1`?
NR2E3 ag-1: 3; KKLEB cytotox: 0; Shn3 3UTR inh: -17; CF NFkB block: 9; aDG glyco act: -0.1; TWEAK Fn14 block: -2; HIF-2a inh: -15; iPSC survival up: 0.5; Peg3 promoter: -13; TRPM1 prom inh: 8; NR2E3 ag-2: -6

What do the screens show for `COc1ccc(S(=O)(=O)N2CCOC23CCN(S(=O)(=O)c2cccs2)CC3)cc1`?
KKLEB cytotox: -2; Shn3 3UTR inh: 5; CF NFkB block: -12; aDG glyco act: 0.0; TWEAK Fn14 block: 8; HIF-2a inh: 0; iPSC survival up: -0.5; Peg3 promoter: 3; TRPM1 prom inh: 1; NR2E3 ag-2: 17

How did Brc1ccc2c(c1)CN1CCCC1=N2 do in these assays?
NR2E3 ag-1: 0; KKLEB cytotox: 1; Shn3 3UTR inh: -11; CF NFkB block: -1; aDG glyco act: -0.3; TWEAK Fn14 block: 11; HIF-2a inh: 8; iPSC survival up: -1.0; Peg3 promoter: -28; TRPM1 prom inh: 16; NR2E3 ag-2: -33

Results for COC(=O)Cn1cc(C(=O)C(F)(F)F)c2ccccc21 ?
NR2E3 ag-1: 0; KKLEB cytotox: 6; Shn3 3UTR inh: 0; CF NFkB block: -14; aDG glyco act: 0.8; TWEAK Fn14 block: -4; HIF-2a inh: -1; iPSC survival up: -0.7; Peg3 promoter: -11; TRPM1 prom inh: 2; NR2E3 ag-2: 8

What do the screens show for `O=C(COC(=O)c1ccc(Cl)c(S(=O)(=O)N2CCCC2)c1)NCc1ccccc1`?
KKLEB cytotox: 12; Shn3 3UTR inh: -15; CF NFkB block: 2; aDG glyco act: -0.1; TWEAK Fn14 block: 2; HIF-2a inh: 7; iPSC survival up: -1.7; Peg3 promoter: 12; TRPM1 prom inh: -9; NR2E3 ag-2: -27

Results for Cc1ccc(-c2onc3ccc(Cl)cc23)cc1 ?
NR2E3 ag-1: 6; KKLEB cytotox: 12; Shn3 3UTR inh: -39; CF NFkB block: 7; aDG glyco act: 0.0; TWEAK Fn14 block: -12; HIF-2a inh: -115; iPSC survival up: 3.0; Peg3 promoter: -69; TRPM1 prom inh: -26; NR2E3 ag-2: 9

What do the screens show for `CC(C)C[C@H]1CNC(=S)N1C[C@H]1CCCN1C[C@H](Cc1ccc(O)cc1)N1C[C@H](Cc2ccccc2)N(CC2CCCCCC2)C1=S`?
KKLEB cytotox: -17; Shn3 3UTR inh: 5; CF NFkB block: 48; aDG glyco act: 0.8; TWEAK Fn14 block: 2; HIF-2a inh: 1; iPSC survival up: -2.1; Peg3 promoter: -10; NR2E3 ag-2: 1

Results for COc1ccc(CN(C)C(=O)c2cc(-c3ccc(OC)c(OC)c3)nc3ccccc23)c(OC)c1 ?
KKLEB cytotox: 2; Shn3 3UTR inh: 5; CF NFkB block: -9; aDG glyco act: -0.2; TWEAK Fn14 block: 8; HIF-2a inh: 10; iPSC survival up: -0.2; Peg3 promoter: 22; TRPM1 prom inh: 13; NR2E3 ag-2: 22

Results for O=C(C1=C[C@@H](c2coc3ccccc3c2=O)C[C@@H](OCCCCO)O1)N1CCN(Cc2ccccc2)CC1 ?
NR2E3 ag-1: 4; KKLEB cytotox: -3; Shn3 3UTR inh: 1; CF NFkB block: 11; aDG glyco act: -0.2; TWEAK Fn14 block: 12; HIF-2a inh: 19; iPSC survival up: -1.1; Peg3 promoter: 16; TRPM1 prom inh: 7; NR2E3 ag-2: 1

How did CCOC(=O)Nc1cc(N)ncn1 do in these assays?
KKLEB cytotox: 6; Shn3 3UTR inh: 2; CF NFkB block: -9; aDG glyco act: -0.1; TWEAK Fn14 block: 1; HIF-2a inh: -2; iPSC survival up: -1.2; Peg3 promoter: -5; TRPM1 prom inh: -4; NR2E3 ag-2: -35

What do the screens show for `CCOc1ccc(NC(=O)CN(C)C(=O)C2(c3ccccc3)CC2)cc1OCC`?
NR2E3 ag-1: 1; KKLEB cytotox: -4; Shn3 3UTR inh: 5; CF NFkB block: -3; aDG glyco act: 0.0; TWEAK Fn14 block: 4; HIF-2a inh: 20; iPSC survival up: -0.4; Peg3 promoter: 10; TRPM1 prom inh: -11; NR2E3 ag-2: -18

How did COc1ccc(C2(C)NC(=O)N(CC(=O)Nc3ccc(Br)c(C)c3)C2=O)cc1OC (stereo not drawn) do in these assays?
NR2E3 ag-1: 1; KKLEB cytotox: -2; Shn3 3UTR inh: 25; CF NFkB block: 18; aDG glyco act: 0.0; TWEAK Fn14 block: -7; HIF-2a inh: -3; iPSC survival up: -0.3; Peg3 promoter: 3; TRPM1 prom inh: 9; NR2E3 ag-2: -7

How did CCCCCC/C(=N\NS(C)(=O)=O)c1ccccc1 do in these assays?
NR2E3 ag-1: 1; KKLEB cytotox: 8; Shn3 3UTR inh: -4; CF NFkB block: 2; aDG glyco act: -0.1; TWEAK Fn14 block: -2; HIF-2a inh: -7; iPSC survival up: 3.7; Peg3 promoter: 14; TRPM1 prom inh: -11; NR2E3 ag-2: -13

Results for COC(=O)c1ccccc1NC(=S)NC(=O)C1CC1 ?
NR2E3 ag-1: -6; KKLEB cytotox: 8; Shn3 3UTR inh: -16; CF NFkB block: -10; aDG glyco act: -0.2; TWEAK Fn14 block: 10; HIF-2a inh: 0; iPSC survival up: 3.6; Peg3 promoter: 1; TRPM1 prom inh: 4; NR2E3 ag-2: 1

What do the screens show for `COc1ccc(S(=O)(=O)Nc2nc3ccccc3nc2NCC2CCCO2)cc1` (stereo not drawn)?
NR2E3 ag-1: 0; KKLEB cytotox: 9; Shn3 3UTR inh: -13; CF NFkB block: -10; aDG glyco act: 0.0; TWEAK Fn14 block: -22; HIF-2a inh: 14; iPSC survival up: 0.3; Peg3 promoter: 15; TRPM1 prom inh: 5; NR2E3 ag-2: -8

How did COc1ccc(C(=O)NCc2nnc(SCC(=O)Nc3cc(C)cc(C)c3)o2)cc1OC do in these assays?
NR2E3 ag-1: 5; KKLEB cytotox: -6; Shn3 3UTR inh: 3; CF NFkB block: 11; aDG glyco act: -0.1; TWEAK Fn14 block: 9; HIF-2a inh: 17; iPSC survival up: -1.7; Peg3 promoter: 1; TRPM1 prom inh: -5; NR2E3 ag-2: -19

Results for O=C(CN1C(=O)C2CCCCC2C1=O)Nc1cccc(C(F)(F)F)c1 (stereo not drawn) ?
KKLEB cytotox: -7; Shn3 3UTR inh: -5; CF NFkB block: 3; aDG glyco act: -0.2; TWEAK Fn14 block: 21; HIF-2a inh: -2; iPSC survival up: 0.0; Peg3 promoter: -12; TRPM1 prom inh: 3; NR2E3 ag-2: 3

Results for O=C(CN1CCOCC1)Nc1ccc(Br)cc1 ?
NR2E3 ag-1: -1; KKLEB cytotox: 5; Shn3 3UTR inh: -10; CF NFkB block: -14; aDG glyco act: 0.0; TWEAK Fn14 block: -12; HIF-2a inh: -13; iPSC survival up: -0.4; Peg3 promoter: -2; TRPM1 prom inh: -8; NR2E3 ag-2: 3

How did CCn1c(Cc2ccc(OC)cc2)nc2ccccc21 do in these assays?
NR2E3 ag-1: 0; KKLEB cytotox: 1; Shn3 3UTR inh: -56; CF NFkB block: 12; aDG glyco act: -0.1; TWEAK Fn14 block: 1; HIF-2a inh: 0; iPSC survival up: -0.5; Peg3 promoter: 7; TRPM1 prom inh: -1; NR2E3 ag-2: -9

What do the screens show for `NC(=O)c1c(NC(=O)Cn2cc([N+](=O)[O-])cn2)sc2c1CCCC2`?
NR2E3 ag-1: -1; KKLEB cytotox: 10; Shn3 3UTR inh: -19; CF NFkB block: -29; aDG glyco act: -0.4; TWEAK Fn14 block: -5; HIF-2a inh: -1; iPSC survival up: -0.4; Peg3 promoter: 11; TRPM1 prom inh: 12; NR2E3 ag-2: -9

Results for O=C(NCc1ccccn1)c1ccc2ccccc2n1 ?
NR2E3 ag-1: -1; KKLEB cytotox: 12; Shn3 3UTR inh: -11; CF NFkB block: -5; aDG glyco act: 0.0; TWEAK Fn14 block: -3; HIF-2a inh: -46; iPSC survival up: 6.6; Peg3 promoter: -7; TRPM1 prom inh: -9; NR2E3 ag-2: -26
